EPAC1 antag: antagonists of human EPAC1; O95398; EPAC1 GEF assay, Rap1b-BODIPY-GDP exchange fluorescence; Potency, µM (series often up to 115 µM), for inactives: at the top dose activity change, negative = inhibition, actives largely listed as inhibitors; 360,000 tested, 0.14% active;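 note: potency is the fitted concentration of half-maximal effect; plate controls were vehicle for no effect and positive control for full effect; nearly all actives have a fitted effect of over 50% in size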
CCT chaperon mod: changes cytosolic chaperonin activity. purified chaperonin ATPase assay, HTRF ADP detection, 30 min. activity change, % (test concentration not listed), hits read low. 360,000 tested, 0.3% active. AID 651819; in the data active = activity change below about -30%; note: % is set by controls: 0 for no effect and ±100 for the full control effect
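First, chaperonin was dispensed at 40 nM or 20 nM final depending on batch activity. Next, compounds were pinned at 76 uM and ATP added at 10 uM. After 30 min at 37 °C, ADP detection reagents ran 30 min at ambient temperature.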
EPAC2 agonist: agonists of human EPAC2 (RAPGEF4) | EPAC2 activation, biochemical qHTS; response scale: 100% = 6.5 mM cAMP response | Potency, µM (titrated, usually from 154 µM), inactives show top-dose activation, usual class: activators | 360,000 tested, 0.079% active; note: potency is the fitted concentration of half-maximal effect; nearly all actives have a fitted effect of over 50% in size
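Compounds were titrated in qHTS against a Rap1B-BODIPY-GDP (250 nM) complex with EPAC2 (100 nM) and GDP (50 uM). BODIPY-GDP release tracked at 480/540 nm over 30 min at room temperature, normalized to 6.5 mM cAMP.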
PI5P4Ka inh: PI5P4K alpha (human) kinase inhibition. P48426. PI5P4Kalpha enzyme, ADP-Glo luminescence, 60 min; stronger effect = lower value. max response, %. 330,000 tested, 1.2% active. AID 652105; active = max response of -50% or lower; inconclusive = between -30% and -50%; inactive = -30% or higher; note: value at the top dose of about 77 µM; % is set by controls: 0 for no effect and ±100 for the full control effect
Target sequence (P48426 whole entry, looked up): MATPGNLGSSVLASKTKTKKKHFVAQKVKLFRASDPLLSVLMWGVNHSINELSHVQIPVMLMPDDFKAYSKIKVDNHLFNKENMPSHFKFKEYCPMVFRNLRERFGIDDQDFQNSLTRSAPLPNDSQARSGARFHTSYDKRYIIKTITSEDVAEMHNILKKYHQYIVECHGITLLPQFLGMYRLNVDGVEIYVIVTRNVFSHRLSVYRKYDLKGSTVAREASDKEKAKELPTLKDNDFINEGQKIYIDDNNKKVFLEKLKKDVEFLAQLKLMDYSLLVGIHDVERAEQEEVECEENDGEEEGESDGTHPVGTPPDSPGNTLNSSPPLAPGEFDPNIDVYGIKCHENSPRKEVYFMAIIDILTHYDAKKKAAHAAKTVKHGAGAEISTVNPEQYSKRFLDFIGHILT
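ADP-Glo luminescence end-point after a 60 min room-temperature kinase reaction. PI5P4Kalpha and substrate in HEPES pH 7.4 buffer with EGTA, 0.1% CHAPS and 5% DMSO; ATP at 5 microM final.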
EPAC1 agonist: activates human EPAC1 exchange factor | 360,000 tested, 0.073% active | O95398 | EPAC1 agonist qHTS, biochemical assay; response scale: 100% = response to 6.5 mM cAMP | Potency, µM (series often up to 154 µM), for inactives: top-dose activation, hits mostly activators; note: potency is the fitted concentration of half-maximal effect; nearly all actives have a fitted effect of over 60% in size
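Nucleotide exchange by EPAC1 (100 nM) on Rap1B–BODIPY-GDP (250 nM) in the presence of 50 uM GDP is tracked fluorescently at 480/540 nm over 30 min. Signals are normalized to a 6.5 mM cAMP control.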
WRN helicase inh: WRN helicase (human) inhibition; Q14191; WRN helicase unwinding, fluorescent forked duplex, kinetic; Potency, µM (titrated, usually from 114 µM), inactives show at the top dose activity change, negative = inhibition, usual class: inhibitors; 360,000 tested, 0.46% active; note: potency is the fitted concentration of half-maximal effect; % is set by controls: 0 for no effect and ±100 for the full control effect; nearly all actives have a fitted effect of over 55% in size
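Enzyme (20 nM final) and test compound sit together 15 min at room temperature before substrate addition. Substrate is a single-forked duplex oligonucleotide (100 nM) labelled with fluorophore and quencher, with 2 mM ATP; helicase unwinding raises red fluorescence, read kinetically.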
IL-2 act: IL-2 activation; activation, % (series mostly up to about 46 µM); 360,000 tested, 0.065% active; AID 652025; IL-2 activation reporter assay, cell-based qHTS; stimulated with anti-CD3/CD4/CD28 beads; in transgenic mouse T cells; in the data active = activation above about 50%; inconclusive = mostly about 30% to 49%; note: 0% is about no effect
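Readout: EGFP and DsRed signals by fluorescent plate cytometry. Unstimulated transgenic mouse T cells received compound 60 min before antibody-bead stimulation, then incubated 18 h at 37 degrees C.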
PLK1 PBD block: blocks phosphopeptide binding to human PLK1 polo-box domain; P53350; Plk1 PBD binding of FITC phosphopeptide, fluorescence polarization; Potency, µM, inactives show max response, negative = inhibition, actives largely listed as inhibitors; 360,000 tested, 2.8% active; AID 720504; note: potency is the fitted concentration of half-maximal effect; series mostly up to about 57 µM; % is set by controls: 0 for no effect and ±100 for the full control effect; nearly all actives have a fitted effect of over 65% in size
Target sequence (P53350 whole entry, looked up, the tested form may be a part): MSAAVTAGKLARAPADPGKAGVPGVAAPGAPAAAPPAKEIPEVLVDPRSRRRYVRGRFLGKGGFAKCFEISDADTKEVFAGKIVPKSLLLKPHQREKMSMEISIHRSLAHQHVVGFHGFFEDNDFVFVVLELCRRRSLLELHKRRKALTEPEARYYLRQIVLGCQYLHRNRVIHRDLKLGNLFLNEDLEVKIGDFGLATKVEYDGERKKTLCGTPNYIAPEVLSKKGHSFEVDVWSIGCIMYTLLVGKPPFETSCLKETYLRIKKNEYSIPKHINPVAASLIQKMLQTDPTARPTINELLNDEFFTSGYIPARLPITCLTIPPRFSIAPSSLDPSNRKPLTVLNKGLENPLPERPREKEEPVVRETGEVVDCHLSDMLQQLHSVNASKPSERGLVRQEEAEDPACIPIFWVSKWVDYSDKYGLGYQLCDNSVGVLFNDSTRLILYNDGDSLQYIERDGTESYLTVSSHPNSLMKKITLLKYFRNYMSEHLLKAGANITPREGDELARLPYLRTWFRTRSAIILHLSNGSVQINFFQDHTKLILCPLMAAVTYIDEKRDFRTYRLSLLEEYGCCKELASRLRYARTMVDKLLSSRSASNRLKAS
* = called active by the depositor; ? = inconclusive; / = no result given; [ ] = another dose, or the depositor's remark. Unless noted, calls come from the whole dose curve; as a rule, active = well fitted curve in the direction sought with a large enough effect; inconclusive = small, poorly fitted or top-dose-only effect, or another doubt; inactive = no such curve, though single readings can be large; an effect the other way counts as inactive or inconclusive.

Each structure is followed by: EPAC1 antag	CCT chaperon mod	EPAC2 agonist	PI5P4Ka inh	EPAC1 agonist	WRN helicase inh	IL-2 act	PLK1 PBD block
Cc1ccc(-c2csc(-c3c[nH]c4ccccc34)n2)c(C)c1
 : -28%	-3.2	-7%	54	13%	-14%	-1.7	-27%
N#CCCN(C(=O)COC(=O)c1cc2ccccc2oc1=O)c1ccccc1
 : 2%	1.7	3%	3	-4%	-5%	2.1	3%
CSc1nc(SCC(N)=O)c2c3c(sc2n1)CN(C)CC3
 : ?	-2.8	5%	-12	-12%	?	0.0	-30%
CCCCCC1=NN2C(=O)CC(=O)N=C2S1
 : 1%	-0.8	-7%	0	-7%	5%	-1.5	-18%
COc1ccc2c(c1)c1ncn(CCN3CCCCC3)c(=O)c1n2C
 : 1%	-0.8	5%	/	-4%	8%	-0.9	1%
CCOC(=O)CC(=O)Nc1ncnc2c1C(c1ccccc1)c1c(ccc3ccccc13)O2 (stereo not given)
 : -7%	/	9%	/	12%	/	-0.7	/
Cc1ccc(NC(=O)C2CC(O)CN2C(=O)OCc2ccccc2)c(C)c1 (stereo not given)
 : 1%	1.4	8%	-4	-5%	12%	0.9	-5%
O=C(Nc1c2c(nc3ccccc13)CCCC2)c1ccccc1F
 : ?	-0.8	6%	4	3%	-5%	-3.5	-3%
Cc1cc(C(=O)N/N=C2\CC(=O)CC(C)(C)C2)c(C)n1-c1ccccc1
 : 12%	-1.4	9%	-14	9%	0%	0.3	-26%
O=C(c1cccc(Cl)c1)N(Cc1ccco1)C1CCS(=O)(=O)C1 (stereo not given)
 : 12%	1.1	1%	-9	-4%	9%	0.9	-3%
COc1cc(C2C3=C(COC3=O)Oc3cc4c(cc32)OCO4)cc(OC)c1OC (stereo not given)
 : -19%	-2.8	-7%	-1	-1%	-6%	-3.2	0%
O=C(c1cc2ccccc2o1)N1CCN(c2ccccc2Cl)CC1
 : -11%	-0.1	20%	2	10%	-5%	-2.3	0%
O=S(=O)(c1cccc(-c2n[nH]c(=S)n2-c2ccccc2Cl)c1)N1CCOCC1
 : -3%	-0.7	6%	-9	9%	-30%	1.8	-23%
O=C(NCc1ccccc1)C(C1CC1)n1c(CSCCOc2ccccc2)nc2ccccc21 (stereo not given)
 : -9%	/	2%	-1	11%	-4%	-0.3	-10%
CCSC1=N/C(=C\c2cccc(F)c2)C(=O)S1
 : 7%	-9.4	8%	12	6%	-9%	-2.0	-6%
O=C(Nc1cc(-c2nc3ncccc3o2)ccc1Cl)c1ccc([N+](=O)[O-])o1
 : 3%	-1.2	-1%	-14	-3%	-8%[11.6 µM]	-0.4	-3%
COc1cc(C2CC(=O)Oc3c2c(=O)n(C)c2ccccc32)cc(OC)c1OC (stereo not given)
 : -13%	-7.6	-6%	-9	7%	-2%	1.2	?
CCCN1C(=O)COc2ccc(-c3n[nH]c(=O)c4ccccc34)cc21
 : -1%	-0.2	2%	-5	6%	0%	0.0	-7%
O=C(Nc1ccc2snnc2c1)N1CCOCC1
 : 0%	-1.5	6%	-7	6%	4%	-0.8	-24%
Cc1cc(=O)c2c(N(C)C)cccc2[nH]1
 : 1%	1.6	0%	3	6%	-17%	-4.3	-10%

(list continues)
Each structure is followed by: EPAC1 antag	CCT chaperon mod	EPAC2 agonist	PI5P4Ka inh	EPAC1 agonist	WRN helicase inh	IL-2 act	PLK1 PBD block
O=S(=O)(Nc1ncccn1)c1ccc(-n2cnnn2)cc1
 : 4%	-0.4	7%	-7	-5%	9%	2.8	-3%
CN(CCn1ccnc1)C(=O)CC1C(=O)NCCN1Cc1ccccc1C(F)(F)F (stereo not given)
 : -9%	-0.5	11%	1	1%	-7%	0.6	2%
Cc1nnc(NN)n(N)c1=O
 : 22%	-0.3	1%	-1	6%	3%	0.2	-4%
COc1ccc(OC)c(-n2c(-c3ccc(O)cc3O)n[nH]c2=S)c1
 : -8%	-1.6	-7%	?	9%	-17%	-2.5	-26%
O=C(N/N=C/c1ccco1)c1ccncc1
 : -4%	-1.2	-6%	/	1%	-1%	-1.8	-6%
Nc1ccc2c(c1)COC2=O
 : -15%	2.2	17%	-5	7%	0%	0.6	-2%
COc1ccc(C)cc1NS(=O)(=O)c1cn(C)nc1C
 : -14%	-3.1	1%	14	-6%	3%[57.1 µM]	-0.1	-9%
Cc1ccccc1S(=O)(=O)Cc1ccc(C(=O)NC(C)c2ccccc2)o1 (stereo not given)
 : ?	-0.8	4%	-8	-7%	-3%	-4.5	-23%
COc1ccc(C2CCCN2C(=S)Nc2ccc(C)cc2C)cc1OC (stereo not given)
 : -27%	-0.5	14%	2	7%	-11%	-0.7	-10%
CC(C)(C)n1nnnc1C(CCc1ccccc1)N1CCN(C/C=C/c2ccccc2)CC1 (stereo not given)
 : -2%	-0.3	11%	9	4%	-10%	-0.7	-6%
N#Cc1ccc(N)cc1OCCCN1CCCCC1
 : -7%	-0.9	10%	-1	11%	11%	1.6	-4%
C/C(=N\NC(=O)Cc1ccc(Cl)c(Cl)c1)c1cccnc1
 : -3%	-0.4	7%	10	-7%	-9%	-0.9	4%
COc1ccc(NC(=O)c2c(F)cccc2Cl)cc1S(=O)(=O)N1CCOCC1
 : -3%	-0.3	1%	-4	1%	-3%	0.0	6%
COc1ccc(C(=O)Nc2ccc(Nc3ccccc3)cc2)cc1Br
 : -14%	-0.4	23%	1	10%	0%	-1.3	-6%
COc1ccccc1[C@H]1C(c2cccc(Cl)c2)=NN(c2ccccc2)[C@@H]1CO
 : -9%	2.8	1%	17	-8%	-10%	1.0	-10%
Cc1nonc1CN(C)C(=O)c1cc(COc2ccc(F)cc2Cl)on1
 : -22%	-0.1	19%	-6	0%	-10%	-5.3	-6%
CCN(CC(=O)Nc1ccc2c(c1)OCCO2)CC(=O)Nc1ccc(C)c(S(=O)(=O)N(C)C)c1
 : -6%	-3.3	4%	-9	6%	-26%	0.1	0%
CC(C)(C)NC(=O)C(c1ccc(-c2ccccc2)cc1)n1c(=O)c(-c2ccco2)nc2ccccc21 (stereo not given)
 : -14%	/	3%	?	-3%	-8%	-0.4	-19%
COc1ccc(C(CC(=O)O)NC(=O)Cc2ccccc2)cc1OC (stereo not given)
 : -8%	-2.0	10%	2	5%	-20%	-0.6	-15%
CCN(CC)CCCNC(=O)c1csc(Nc2cccc3ccccc23)n1
 : -4%	-0.4	7%	-8	2%	-12%	0.5	-4%

(next part)
Key to letters – A = EPAC1 antag; B = CCT chaperon mod; C = EPAC2 agonist; D = PI5P4Ka inh; E = EPAC1 agonist; F = WRN helicase inh; G = IL-2 act; H = PLK1 PBD block
> CCc1c(C#N)c(SCCC(=O)Nc2cccc(OC)c2)nc2c1C(=O)CC(C)(C)C2
  A: -11%	B: -7.3	C: -6%	D: 1	E: 2%	F: 3%	G: -0.2	H: 2%

> COc1ccc(C2C3=C(CCCC3=O)Nc3n[nH]c(C)c32)cc1OC (stereo not given)
  A: -7%	B: 2.3	C: -7%	D: 7	E: 0%	F: -5%	G: -1.0	H: -3%

> Cc1nn(CC(=O)N(CC(C)C)C2CCS(=O)(=O)C2)c(C)c1[N+](=O)[O-] (stereo not given)
  A: -6%	B: 0.2	C: 3%	D: -4	E: 6%	F: -15%	G: 1.5	H: 6%

> COc1cc(NC(=O)c2ccccc2)c(OC)cc1NC(=O)Cc1ccc(C)cc1
  A: 6%	B: 0.9	C: -3%	D: -11	E: -4%	F: 8%	G: -2.6	H: 1%

> Cc1ccc(CNC(=O)CCC2CCCN(Cc3cccc4cccnc34)C2)o1 (stereo not given)
  A: -16%	B: 0.4	C: 6%	D: 1	E: 0%	F: -9%	G: -3.2	H: -8%

> Cc1nc2c3cc(Cl)ccc3n(CCN3CCCCC3)c2s1
  A: 8%	B: 0.7	C: 17%	D: /	E: 6%	F: -6%	G: 0.0	H: -3%

> O=C(NCCC1=CCCCC1)c1c(O)nc2sccn2c1=O
  A: -9%	B: -3.2	C: -10%	D: 0	E: -13%	F: 2%	G: -2.5	H: -8%

> O=C(NC1CCCC1)C1c2ccccc2OCC(=O)N1Cc1ccco1 (stereo not given)
  A: -1%	B: -1.2	C: 4%	D: 0	E: -26%	F: 4%	G: 0.0	H: 2%

> CC(Oc1ccc(Cl)cc1)C(=O)NCCN1C(=O)S/C(=C\c2cccnc2)C1=O (stereo not given)
  A: 2%	B: 0.5	C: 8%	D: 2	E: 0%	F: -5%	G: -5.2	H: -8%

> O=c1cccccc1NN=C1CCCCC1
  A: 19%	B: 1.6	C: -4%	D: -28	E: -7%	F: -12%	G: -0.1	H: -14%

(continued)
Key to letters – A = EPAC1 antag; B = CCT chaperon mod; C = EPAC2 agonist; D = PI5P4Ka inh; E = EPAC1 agonist; F = WRN helicase inh; G = IL-2 act; H = PLK1 PBD block
> COc1cccc(-c2nnc(SCC(=O)Nc3cc(C)on3)n2C)c1
  A: -1%	B: -1.8	C: 5%	D: /	E: 9%	F: -6%	G: -1.3	H: 1%

> O=C(c1cnc2ccccn2c1=O)N1CCCc2ccccc21
  A: -3%	B: -0.4	C: -2%	D: /	E: 12%	F: -2%	G: 0.5	H: -10%

> CC(C)CCNC(=O)C1CCN(c2nnc(-n3cccc3)s2)CC1
  A: -7%	B: -0.5	C: -6%	D: 0	E: -11%	F: 1%	G: -2.7	H: -3%

> CCc1nc2ccc(C(=O)NCCc3c[nH]c4ccccc34)cn2c1N(C=O)CCC(C)C
  A: -9%	B: -0.2	C: 13%	D: 1	E: -16%	F: 2%	G: -0.7	H: -4%

Shown field by field: four of the compounds above.
> CSc1nc(SCC(N)=O)c2c3c(sc2n1)CN(C)CC3
  EPAC1 antag: ?
  CCT chaperon mod: -2.8
  EPAC2 agonist: 5%
  PI5P4Ka inh: -12
  EPAC1 agonist: -12%
  WRN helicase inh: ?
  IL-2 act: 0.0
  PLK1 PBD block: -30%

> CCCCCC1=NN2C(=O)CC(=O)N=C2S1
  EPAC1 antag: 1%
  CCT chaperon mod: -0.8
  EPAC2 agonist: -7%
  PI5P4Ka inh: 0
  EPAC1 agonist: -7%
  WRN helicase inh: 5%
  IL-2 act: -1.5
  PLK1 PBD block: -18%

> COc1ccc2c(c1)c1ncn(CCN3CCCCC3)c(=O)c1n2C
  EPAC1 antag: 1%
  CCT chaperon mod: -0.8
  EPAC2 agonist: 5%
  PI5P4Ka inh: /
  EPAC1 agonist: -4%
  WRN helicase inh: 8%
  IL-2 act: -0.9
  PLK1 PBD block: 1%

> CCOC(=O)CC(=O)Nc1ncnc2c1C(c1ccccc1)c1c(ccc3ccccc13)O2 (stereo not given)
  EPAC1 antag: -7%
  CCT chaperon mod: /
  EPAC2 agonist: 9%
  PI5P4Ka inh: /
  EPAC1 agonist: 12%
  WRN helicase inh: /
  IL-2 act: -0.7
  PLK1 PBD block: /

Not all compounds are listed; count on the stated rates, not on these rows.
